# CCT chaperon mod: cytosolic chaperonin activity modulation; purified chaperonin ATPase assay, HTRF ADP detection, 30 min; activity change, % (test concentration not listed), hits read low; 360,000 compounds, 0.3% hits; AID 651819; in the data active means activity change below about -30%; further: on the % scale 0 is the no-effect control and ±100 the full control effect
#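 We incubate TRiC, 40 or 20 nM final, with library compounds at 76 uM and 10 uM ATP for 30 min at 37 °C. ADP formed is detected with Transcreener HTRF reagents after 30 min at room temperature.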
# EPAC2 antagonist: blocks human EPAC2 exchange factor; Potency, µM (top dose mostly 114 µM), for the others: at the top dose activity, negative = inhibition, usual class: inhibitors; EPAC2 GEF exchange of Rap1B-BODIPY-GDP, fluorescence; Q8WZA2; 360,000 compounds, 0.18% hits; further: potency means the concentration at half of the fitted maximal effect; on the % scale 0 is the no-effect control and ±100 the full control effect; nearly all actives have a fitted effect of over 45% in size; many of its hits are not listed in these tables
# Target sequence (Q8WZA2 whole entry, looked up): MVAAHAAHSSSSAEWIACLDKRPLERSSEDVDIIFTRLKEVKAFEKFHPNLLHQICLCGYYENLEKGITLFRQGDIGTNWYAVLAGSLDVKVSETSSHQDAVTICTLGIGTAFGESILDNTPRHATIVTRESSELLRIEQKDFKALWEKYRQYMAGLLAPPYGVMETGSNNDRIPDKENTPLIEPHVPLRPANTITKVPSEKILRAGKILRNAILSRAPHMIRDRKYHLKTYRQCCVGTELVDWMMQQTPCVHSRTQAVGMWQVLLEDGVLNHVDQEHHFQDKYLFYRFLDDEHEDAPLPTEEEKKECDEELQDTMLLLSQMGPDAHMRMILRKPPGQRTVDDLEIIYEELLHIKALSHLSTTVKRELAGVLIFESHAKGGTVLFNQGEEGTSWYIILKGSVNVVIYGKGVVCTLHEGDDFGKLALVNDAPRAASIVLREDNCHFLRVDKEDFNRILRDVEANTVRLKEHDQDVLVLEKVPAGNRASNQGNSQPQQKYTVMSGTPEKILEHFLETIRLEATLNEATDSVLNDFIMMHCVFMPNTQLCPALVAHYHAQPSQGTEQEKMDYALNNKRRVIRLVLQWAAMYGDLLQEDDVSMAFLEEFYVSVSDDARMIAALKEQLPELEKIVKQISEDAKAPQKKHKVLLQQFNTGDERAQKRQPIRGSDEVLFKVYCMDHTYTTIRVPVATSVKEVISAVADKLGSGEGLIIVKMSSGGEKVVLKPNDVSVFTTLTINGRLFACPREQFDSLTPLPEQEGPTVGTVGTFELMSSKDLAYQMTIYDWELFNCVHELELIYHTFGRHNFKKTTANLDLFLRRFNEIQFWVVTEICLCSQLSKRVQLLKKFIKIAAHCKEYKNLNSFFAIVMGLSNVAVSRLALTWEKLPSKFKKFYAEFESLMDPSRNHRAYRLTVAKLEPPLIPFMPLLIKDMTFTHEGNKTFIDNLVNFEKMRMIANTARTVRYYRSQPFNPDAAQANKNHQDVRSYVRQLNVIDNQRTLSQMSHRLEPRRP
# Nrf2 inh: inhibitors of Nrf2 signaling; A549 ARE-Fluc reporter, luciferase luminescence, 18-24 h; Potency, µM (titrated, usually from 46 µM), inactives show top-dose activity change, negative = inhibition, most hits filed as inhibitors; 360,000 compounds, 2.1% hits; further: potency means the concentration at half of the fitted maximal effect; on the % scale 0 is the no-effect control and ±100 the full control effect; nearly all actives have a fitted effect of over 60% in size
#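 Reporter: ARE-Fluc in A549. Exposure: 18-24 h, 37 °C, 5% CO2, 5% FBS OPTI-MEM. Readouts: fluorescent cytotoxicity (CellTiter-Fluor), then luminescent Nrf2 signal after BugLite.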
# EPAC2 agonist: activates human EPAC2 exchange factor. EPAC2 activation, biochemical qHTS; response scale: 100% = 6.5 mM cAMP response. AID 720711. Q8WZA2. 360,000 compounds, 0.079% hits. Potency, µM (doses to about 154 µM), for inactives: at the highest dose activation, hits mostly activators; further: potency means the concentration at half of the fitted maximal effect; nearly all actives have a fitted effect of over 50% in size
#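 Nucleotide exchange monitored as fluorescence drop when BODIPY-GDP leaves Rap1B. Reaction: 100 nM EPAC2, 250 nM RAP1B-BODIPY-GDP, 50 uM GDP, room temperature, kinetic read over 30 min. Activity expressed relative to 6.5 mM cAMP.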
# pAkt inh: inhibitors of Akt phosphorylation. Neuro2A IGF-stimulated pAkt S473 HTRF, 20 min; active compounds read low. activity change, % for hits at 50 µM. 360,000 compounds, 0.32% hits; in the data active means activity change below about -80%; inconclusive means mostly about -51% to -80%; further: on the % scale 0 is the no-effect control and ±100 the full control effect
#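 Neuro2A cells in DMEM with 0.5% FBS, overnight at 37 deg C, given compound at single 50 µM final, then IGF (6 nM final) for 20 min at 37 deg C. Lysed; phospho-Akt Ser473 by HTRF after 24 h, 665/615 ratio.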
# Mm-Cpn inhibitor: inhibitors of Methanococcus maripaludis chaperonin (MmCpn); AID 504842; 330,000 compounds, 0.031% hits; Potency, µM (top dose mostly 76.9 µM), for inactives: at the highest dose activity, negative = inhibition, actives largely listed as inhibitors; purified Mm-Cpn ATPase, ADP Transcreener TR-FRET; further: potency means the concentration at half of the fitted maximal effect; on the % scale 0 is the no-effect control and ±100 the full control effect; nearly all actives have a fitted effect of over 80% in size
#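 25 nM Mm-CPN + cpd, 10 min 37°C; + 10 uM ATP, 30 min 37°C; buffer 30 mM Tris pH 7.4, 100 mM KCl, 5 mM MgCl2, 1 mM DTT; Transcreener ADP HTRF detection 30 min RT.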
# A549 tox: kills or reduces viability of A549 cells in Nrf2 counter-screen. A549 ARE-Fluc cells, CellTiter-Fluor viability, 18-24 h. Potency, µM (titrated, usually from 46 µM), inactives show at the top dose activity change, negative = cytotoxicity, most hits filed as inhibitors. 390,000 compounds, 0.16% hits. AID 504648; further: potency means the concentration at half of the fitted maximal effect; on the % scale 0 is the no-effect control and ±100 the full control effect
#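 Cytotoxicity counterscreen: CellTiter-Fluor fluorescence was measured in A549 ARE_Fluc cells after 18-24 h of compound exposure in a concentration series. The subsequent BugLite luminescent read reports ARE-luciferase activity.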
# TGFb inhibitor: TGF-b pathway inhibition | HepG2 CAGA-GFP TGF-b/SMAD3 reporter, GFP fluorescence, 18 h; TGF-beta stimulated, 500 pg/mL final | Potency, µM (titrated, usually from 46.1 µM), without a hit: at the highest dose activity, negative = inhibition, hits mostly inhibitors | 410,000 compounds, 1.2% hits | AID 588855; further: potency means the concentration at half of the fitted maximal effect; on the % scale 0 is the no-effect control and ±100 the full control effect; nearly all actives have a fitted effect of over 65% in size
#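 TGF-beta reporter screen: HEPG2 CAGA-GFP, 1% FBS, 500 pg/mL TGF-beta final, 18 h; per-cell GFP summed per well; curves fitted and categorized by class.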
# Nrf2 activator: activates Nrf2 signaling. AID 624171. 410,000 compounds, 0.31% hits. Potency, µM (highest dose often 46.1 µM), without a hit: at the top dose activation, most hits filed as activators. AREc32 ARE-luciferase reporter (MCF7-derived line), luminescence, 24 h; further: potency means the concentration at half of the fitted maximal effect; % of control where 0% means no effect; nearly all actives have a fitted effect of over 65% in size
#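 Luciferase luminescence (Steady-Glo, 30 min at room temperature) served as the read-out of ARE activation in AREc32 cells treated with compounds for 24 hr at 37 deg C.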
# An asterisk follows results filed as active; i = inactive; u = inconclusive; x = not tested or not shown; & = joins results of further samples; [ ] = dose if it differs, or a comment. Unless noted, the call rests on the fitted dose curve; in most records, active means well fitted curve in the direction sought with a large enough effect; inconclusive means small, poorly fitted or top-dose-only effect, or another doubt; inactive means no such curve, though single readings can be large; an effect the other way counts as inactive or inconclusive. Not all compounds are listed. The share of hits here may be higher or lower than overall.
SMILES,CCT chaperon mod,EPAC2 antagonist,Nrf2 inh,EPAC2 agonist,pAkt inh,Mm-Cpn inhibitor,A549 tox,TGFb inhibitor,Nrf2 activator
CC1CCCN(C(=O)c2ccc3c(c2)OCCO3)C1 (centres undefined),1.5,-5%,u,-6%,i,1%,1%,1%,2.7%
Cc1ccccc1-c1cc2c(nn1)-c1ccccc1C2=O,-3.2,-1%,u,-2%,i,4%,-1%,u,21%
Cc1cccc(N2CC(C(=O)NCC3COc4ccccc4O3)CC2=O)c1C (centres undefined),-0.1,3%,-9%,4%,i,-2%,0%,-7%,-0.8%
O=C(Nc1ccc2c(c1)OCO2)C1CCN(C(=O)CSc2ncnc3ccccc23)CC1,-0.8,1%,-24%,0%,i,-3%,-1%,u,4.9%
c1ccc2oc(CCc3nc4ccccc4o3)nc2c1,0.7,0%,5%,7%,i,1%,8%,3%,0.6%
COC(=O)[C@@H]1C[C@@]2(O)[C@H](O)[C@H](O)[C@H](O)C[C@H]2N1Cc1ccc(-c2ccccc2)cc1,-1.6,5%,17%,4%,i,-6%,-3%,u,-0.6%
Cc1ccc(NC(=O)CCc2c(C)nc3c(-c4ccccc4)c(C)nn3c2C)c(C)c1,x,x,u,x,x,x,-26%,u,-0.9%
CC(=O)c1c(C)[nH]c(C(=O)Nc2cc(C)ccc2C)c1C,1.0,-11%,-1%,0%,i,2%,7%,1%,4.4%
Cc1cc(OCC(=O)OCC(=O)N2CCCc3ccccc32)ccc1Cl,2.2,6%,x,12%,i,x,x,-3%,0.2%
Cc1c(OCC(F)(F)F)ccnc1CS(=O)c1nc2ccccc2[nH]1 (centres undefined),-0.7,-23%,1%,-11%,i,-3%[15.4 µM],0%,-4%,7.7%
Cc1ccc(NC(=O)C(CC(C)C)NC(N)=O)cc1Cl (centres undefined),-0.3,-11%,-5%,5%,i,-1%,5%,-8%,-0.4%
COC(=O)c1ccc(OC(=O)c2ccc(OC)c(OC)c2)c(OC)c1,-1.5,-5%,1%,-7%,i,-1%,-4%,8%,1.8%
CNC(=O)c1ccsc1NC(=O)CCS(=O)(=O)c1ccccc1,-4.0,0%,-5%,0%,i,-2%,-3%,u,4.7%
Cc1cccc(N2CCN(C(=O)Cc3ccccc3[N+](=O)[O-])CC2)c1C,-0.5,-20%,11%,11%,i,0%,-1%,-14%,6.2%
O=C(COC(=O)/C=C/c1nc2ccccc2s1)Nc1cccc(Cl)c1Cl,-2.7,8%,11%,1%,i,0%,-2%,1%,-0.6%
CCOC(=O)c1sc(NC(=O)CSc2nccc(C)n2)nc1C,-7.3,-4%,-21%,5%,i,2%,1%,0%,-0.4%
O=C(O)C1CCN(C(=O)c2ccc(S(=O)(=O)N3CCCCCC3)cc2)CC1,-2.5,10%,x,7%,i,x,x,0%,0.6%
O=C(Nc1ccccc1N1CCOCC1)c1cc(-c2ccncc2)nc2ccccc12,-1.7,-8%,u,-6%,i,-2%,-8%,2%,3.5%
C=CC(=O)NC(NC(=O)C=C)c1ccc(Br)cc1,-1.4,5%,-2%,-3%,i,2%,-6%,19%,u
O=S1(=O)C[C@@H](N2CCC(Cc3ccccc3)CC2)[C@H](COCc2ccccc2)N1,-1.0,0%,x,4%,i,x,x,-17%,2.8%
Cc1nc(S(=O)(=O)c2ccc(Br)cc2)nc2c1CCC2,-0.7,2%,1%,8%,i,1%,1%,-2%,0.1%
O=C(N(Cc1ccccc1)c1ccccn1)C12CC3CC(CC(C3)C1)C2,-3.8,-3%,2%,9%,i,1%,0%,20%,-0.7%
COc1ccc(CSc2nnc3[nH]c(=O)cc(N)n23)cc1,-1.3,0%,u,14%,i,-4%,4%,-2%,5.5%
COc1cccc(C2CC(c3cccs3)=NN2C(=O)c2ccco2)c1O (centres undefined),0.7,35µM*,8%,5%,i,-10%,0%,5%,0.3%
Cc1ccc(-c2onc(C)c2C)cc1S(=O)(=O)N1CCC(C)CC1,x,x,-11%,x,x,x,-21%,u,0.2%
O=C(NCC1(N2CCOCC2)CCCCC1)c1cccc(S(=O)(=O)N2CCc3ccccc3C2)c1,-1.6,5%,-13%,20%,i,u,-14%,-19%,0.8%
c1ccc(CCCNc2ncccn2)cc1,-1.0,0%,15%,0%,i,1%,1%,-5%,0.5%
O=C(C1CCN(S(=O)(=O)c2ccc(Cl)cc2)CC1)N1CCCCCCC1,0.0,0%,-25%,-3%,i,2%,-9%,10%,2.3%
CCN(C(=O)COC(=O)Cc1ccc(F)cc1)c1c(N)n(Cc2ccccc2)c(=O)[nH]c1=O,0.6,0%,-4%,0%,i,0%,-4%,1%,-1.0%
Cc1ccc(-c2nc(C(=O)NCCCN(C)C)cc3c2[nH]c2ccccc23)cc1,-2.3,u,-21%,-1%,i,0%,-5%,u,-3.6%
COCCN(C(=O)c1cccc(N2C(=O)CCC2=O)c1)c1nc(-c2ccc([N+](=O)[O-])cc2)cs1,-0.8,-4%,u,3%,i,-4%,u,-1%,4.2%
Cc1ncoc1C(=O)NC1CCCc2c1cnn2-c1ccc(C(C)(C)C)cc1 (centres undefined),-3.5,-21%,2.3µM*,-5%,i,-2%,u,u,-0.1%
Cn1c(SCC(=O)NNC(=O)Nc2ccc(Cl)cc2)nnc1-c1ccccc1,1.0,-5%,5%,8%,i,0%,0%,-24%,1.7%
O=C(Nc1ccc(F)cc1)C1CC(=O)n2c(nc3ccccc32)N1 (centres undefined),-2.9,8%,4%,-6%,i,1%,-4%,0%,0.1%
Cc1ccc(N(Cc2ccccc2)C(=O)c2ccc(S(=O)(=O)N3CCOCC3)cc2)cc1,-1.6,-2%,1%,0%,i,0%,0%,-25%,0.0%
CC(C)(C)OC(=O)[C@H](Cc1ccccc1)NC(=O)c1[nH]cnc1C(=O)Nc1ccc(Cl)cc1,-0.8,-5%,u,-8%,i,-9%,-10%,u,-4.8%
O=P1(NC2CCCC2)OCC2(CO1)COP(=O)(NC1CCCC1)OC2 (centres undefined),-0.5,2%,-6%,4%,i,x,-1%,-2%,-0.6%
COc1ccc(-n2c(CCC(=O)O)ccc2-c2ccc(F)cc2)c(OC)c1,-0.2,-9%,-14%,15%,i,1%,-3%,0%,0.5%
COc1ccc(N2CCN(C3=NS(=O)(=O)C(c4cccc(Br)c4)=C3C)CC2)cc1,x,x,2%,x,x,x,-1%,u,3.6%
COc1cc(CNc2ccc3[nH]c(=O)[nH]c3c2)ccc1OCc1ccc(F)cc1Cl,1.1,-9%,-1%&-2%,-7%,i,-3%,-12%&-8%,-3%&0%,3.6%&4.0%
COCCSc1ccccc1C(=O)Nc1nnc(COC)s1,1.6,-2%,1%,5%,i,-1%,2%,1%,-0.1%
CN(c1ccccc1)S(=O)(=O)c1cccc(NC(=O)CN2CCCc3ccccc32)c1,-0.7,4%,u,11%,i,-3%,-10%,u,0.7%
CCOC(=O)c1c(NC(=O)C2C3C=CC(C3)C2C(=O)O)sc2c1CC(C)(C)OC2 (centres undefined),-1.0,0%,-11%,3%,i,-1%,-12%,3%,-0.2%
C=CCn1c(SCC(=O)NC(=O)NCCC)nnc1C1CCCCC1,-0.9,6%,x,9%,i,0%,7%,u,-1.0%
Cc1sc(NC(=O)c2ccco2)c(C(=O)c2ccc(Cl)cc2)c1C,-2.0,-5%,u,-1%,i,-1%,-4%,u,5.1%
Fc1ccccc1OCCCN1CCOCC1,-7.4,-2%,2%,-5%,i,x,1%,6%,-0.8%
COC(=O)c1cc(S(=O)(=O)NCC2CCN(Cc3ccc(C)cc3)CC2)c[nH]1,-0.5,1%,u,-2%,i,-7%,2%&22%,-9%&-26%,-1.5%&1.4%
S=c1[nH]ccn1-c1ccccc1Cl,1.8,3%,-6%,13%,i,-4%&1%,-1%,20%,0.0%
Cc1ccc(/C=N/NC(=O)c2ccc(N(C)S(=O)(=O)c3ccccc3)cc2)cc1,-1.4,0%,u,15%,i,-1%,-5%,-3%,3.5%
COc1cc(-c2nc(Cc3ccccc3Cl)no2)cc(OC)c1OC,-3.0,-11%,u,23%,i,-12%,-6%,34%[activator],-0.7%

# Additional structures
SMILES,CCT chaperon mod,EPAC2 antagonist,Nrf2 inh,EPAC2 agonist,pAkt inh,Mm-Cpn inhibitor,A549 tox,TGFb inhibitor,Nrf2 activator
O=C(CC12CC3CC(CC(C3)C1)C2)NCc1ccccc1,1.9,12%,11%,-4%,i,0%,11%,0%,2.5%
Cc1ccc(S(=O)(=O)N2CCCOC2CNC(=O)C(=O)NCc2ccncc2)cc1 (centres undefined),-2.0,2%,9%,-8%,i,0%,-1%,12%,-0.8%[9.22 µM]
CCN1CC(CN(C)Cc2cn(-c3ccc(C)cc3)nc2-c2ccc(F)cc2)CC1=O (centres undefined),0.5,-25%,-1%,-23%,i,-1%,1%,-1%,2.7%
CC(CCc1ccccc1)NC(=O)CN1CCSc2ccccc21 (centres undefined),-2.1,11%,0%,-2%,i,-3%,5%,-12%,2.7%
CCOc1ccc(C(=O)N2CCN(Cc3ccccc3)CC2)cc1,-5.1,-1%,8%,3%,i,-11%,2%,-5%,-0.7%

# Some of the entries above, set out differently.
# Results follow in this order: CCT chaperon mod | EPAC2 antagonist | Nrf2 inh | EPAC2 agonist | pAkt inh | Mm-Cpn inhibitor | A549 tox | TGFb inhibitor | Nrf2 activator
> CCOc1ccc(C(=O)N2CCN(Cc3ccccc3)CC2)cc1
→ -5.1 | -1% | 8% | 3% | i | -11% | 2% | -5% | -0.7%
> CC(CCc1ccccc1)NC(=O)CN1CCSc2ccccc21 (centres undefined)
→ -2.1 | 11% | 0% | -2% | i | -3% | 5% | -12% | 2.7%
> O=C(CC12CC3CC(CC(C3)C1)C2)NCc1ccccc1
→ 1.9 | 12% | 11% | -4% | i | 0% | 11% | 0% | 2.5%

# Source: PubChem (National Center for Advancing Translational Sciences (NCATS))
